# Assay outcomes: PubChem BioAssay, Broad Institute
# NSD2 inh – NSD2 (human) methyltransferase inhibition. O96028. NSD2 peptide methylation, AlphaScreen, 120 min. inhibition, % at 12.5 µM. hit rate 0.54% among 310,000; in the data active = inhibition above about 50%
# Target sequence (O96028 whole entry, looked up): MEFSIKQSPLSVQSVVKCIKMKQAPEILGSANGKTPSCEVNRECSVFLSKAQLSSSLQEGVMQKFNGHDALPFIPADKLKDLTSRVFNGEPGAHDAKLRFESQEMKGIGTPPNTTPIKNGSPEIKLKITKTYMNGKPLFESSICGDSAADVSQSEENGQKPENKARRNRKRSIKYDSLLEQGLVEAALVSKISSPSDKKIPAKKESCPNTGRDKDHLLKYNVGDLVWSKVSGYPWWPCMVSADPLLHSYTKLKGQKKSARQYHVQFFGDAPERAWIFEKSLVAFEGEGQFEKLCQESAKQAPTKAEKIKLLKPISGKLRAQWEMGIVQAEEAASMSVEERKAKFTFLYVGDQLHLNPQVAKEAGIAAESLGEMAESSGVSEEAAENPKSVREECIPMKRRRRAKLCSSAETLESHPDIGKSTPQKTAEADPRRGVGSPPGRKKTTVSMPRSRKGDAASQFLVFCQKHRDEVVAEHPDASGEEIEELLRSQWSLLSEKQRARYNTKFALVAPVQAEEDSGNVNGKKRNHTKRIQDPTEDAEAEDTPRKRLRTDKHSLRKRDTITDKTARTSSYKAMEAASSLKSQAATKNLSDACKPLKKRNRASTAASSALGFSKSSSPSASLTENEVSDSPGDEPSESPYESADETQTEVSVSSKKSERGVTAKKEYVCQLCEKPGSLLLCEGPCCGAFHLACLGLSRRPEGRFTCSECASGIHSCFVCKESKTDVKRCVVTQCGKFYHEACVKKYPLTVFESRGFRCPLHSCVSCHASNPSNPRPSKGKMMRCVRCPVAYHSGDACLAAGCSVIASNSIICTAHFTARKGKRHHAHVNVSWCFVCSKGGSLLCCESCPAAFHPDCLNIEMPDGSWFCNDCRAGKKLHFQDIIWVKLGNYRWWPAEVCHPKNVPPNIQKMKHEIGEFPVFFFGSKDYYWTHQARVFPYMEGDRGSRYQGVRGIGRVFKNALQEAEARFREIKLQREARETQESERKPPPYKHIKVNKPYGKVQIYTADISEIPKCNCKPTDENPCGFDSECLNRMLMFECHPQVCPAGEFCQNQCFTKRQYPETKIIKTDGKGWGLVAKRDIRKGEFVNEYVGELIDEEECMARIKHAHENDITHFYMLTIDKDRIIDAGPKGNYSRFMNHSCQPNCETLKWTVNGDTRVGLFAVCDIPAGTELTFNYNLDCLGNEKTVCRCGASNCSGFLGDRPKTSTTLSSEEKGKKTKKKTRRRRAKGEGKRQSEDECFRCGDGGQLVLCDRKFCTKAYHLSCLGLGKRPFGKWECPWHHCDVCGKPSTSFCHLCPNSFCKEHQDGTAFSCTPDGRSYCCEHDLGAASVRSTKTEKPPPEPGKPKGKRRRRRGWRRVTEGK
# Mot1-301 SUMO – inhibitors of SUMOylation pathway: yeast Mot1-301 growth rescue; S. cerevisiae Mot1-301 growth rescue, ATP luminescence, 38.5C; percent above DMSO median, 100 means doubled; growth rescue, % at 18.8 µM; hit rate 1% among 320,000; AID 2716;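 active = every valid replicate shows activation above 250% relative to neutral control wells; inactive = the rest, any valid replicate at or below 250%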;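 also: OY570 slx delta 5 strain wells were the positive control but not used for scaling; some compounds called inactive have numbers as strong as hits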
# An asterisk follows results filed as active. Only part of the results is shown; the hit share may differ from the screen's.
entry	Molecule	NSD2 inh	Mot1-301 SUMO
1	COc1ccc2c(c1)/C(=N/N1C(=O)c3ccccc3C1=O)C(=O)N2	-10	13
2	Cc1csc2ncnc(N3CCN(C(=S)Nc4ccc(F)cc4F)CC3)c12	-4	21
3	c1cc(-c2sc(-c3ccncc3)c(-c3ccncc3)c2-c2ccncc2)ccn1	6	55
4	COc1cccc2c(O)c(-c3ccccc3)c(=O)[nH]c12	0	136
5	CN1N=C2c3ccccc3CCC2C1c1ccc(F)cc1 (stereo not drawn)	8	-9
6	COc1ccc(C(CCNC(C)c2ccccc2)C(C)C)cc1 (stereo not drawn)	-2	-4
7	Brc1ccc(Nc2ncnc3[nH]ncc23)cc1	-2	-14
8	O=C(Nc1cc(-c2ccccc2)[nH]n1)c1ccccc1F	-4	27
9	CC(C)CNC(=O)NC(=O)COC(=O)c1cc([N+](=O)[O-])ccc1NCc1ccccc1Cl	-1	106
10	COc1ccc(/C=N/n2cnnc2)cc1Br	2	-1
11	COC(=O)c1cc(C)nc(Sc2ccccc2NC(C)=O)n1	-3	168
12	CC(=O)C1C(c2ccc(Cl)cc2)c2c(noc2C)CC1(C)O (stereo not drawn)	-1	-28
13	Cc1ccc(/C=C2\SC(=S)N(CC(=O)Nc3ncc(Cc4ccccc4Cl)s3)C2=O)cc1	-3	-5
14	COC(=O)c1cnn(-c2ccccc2)c1/C=N/NC(=S)Nc1ccc(Cl)cc1	-1	-4
15	O=C(O)CCC(=O)c1ccc2ccc3cccc4ccc1c2c34	3	150
16	O=C1CCCN1CCCNC(=S)Nc1ccccc1	-2	36
17	CCC1CCC2(CC1)SCC(=O)N2c1ccccc1 (stereo not drawn)	-2	25
18	CCCC(=O)Nc1cccc(C(=O)Nc2ccccc2OCC)c1	1	-4
19	CC(C)Cn1c(N)c(C(=O)CSc2nc3ccccc3c(=O)n2CCCN2CCOCC2)c(=O)n(C)c1=O	-6	-8
20	CCCCN(CCCC)CC(O)Cn1c2ccccc2c(=O)c2ccccc21 (stereo not drawn)	3	85
21	COc1ccccc1N1N=C(C(=O)c2ccccc2)C2C(=O)N(c3ccc(Br)cc3)C(=O)C21 (stereo not drawn)	-1	-8
22	COc1cc(NS(=O)(=O)c2ccc(NC(=O)COc3ccccc3Cl)cc2)nc(OC)n1	1	-22
23	CN(C)Cc1ccccc1Sc1ccc2c(c1)CCCC2	21	13
24	Cn1c(=O)[nH]c(=O)c2c1nc(Br)n2C/C=N/NC(N)=S	0	-33
25	CCOc1cc(CO)c(Br)cc1OCC(=O)O	0	-13
26	Clc1ccccc1N=C1SCCS1	2	14
27	CCOC(CC(=O)NNC(=O)c1c(-c2c(Cl)cccc2Cl)noc1C)OCC	-1	-21
28	COc1ccc(NC(=O)COC(=O)c2c(F)cccc2Cl)cc1OC	1	-10
29	CNC(=S)NNC(=O)c1cccn(Cc2ccc(Cl)cc2Cl)c1=O	1	336*
30	Nc1nc(NCCCN2CCOCC2)nc(Nc2ccc(Cl)cc2)c1[N+](=O)[O-]	2	85
31	CN(C)c1cccc(N(C)C)c1CNC(=O)C(C)(C)C	1	-4
32	NNC(=O)c1sc2nc(N3CCOCC3)c3c(c2c1N)CCCC3	29	-4
33	CCCCc1ccc(NC(=O)COc2ccc(C(=O)Nc3ccccc3OC)cc2)cc1	-2	-3
34	CCCCC(=O)Nc1ccccc1C(C)C	-3	-14
35	COC(=O)c1ccc2c(c1)N(C)S(=O)(=O)c1cnc(SCC(=O)C(C)(C)C)nc1-2	-3	-3
36	CCN(CC)c1ccc2cc(C(N)=O)/c(=N\NC(=O)c3ccncc3)oc2c1	0	-4
37	COc1ccc(CN2C(=O)CS/C2=N/N=C/c2ccccc2)cc1	-2	-12
38	CCOC(=O)c1cn(-c2c(C)n(C)n(-c3ccccc3)c2=O)c2c(F)c(F)c(F)cc2c1=O	-1	-1
39	Cn1c(=N)n(CC(=O)c2ccccc2)c2ccccc21	-7	-7
40	Cc1noc(NC(=O)c2c(-c3c(Cl)cccc3Cl)noc2C)c1[N+](=O)[O-]	9	-8
41	CCOc1ccc(C(=O)NC2=NCCS2)cc1	-1	-11
42	Cc1onc(-c2c(F)cccc2Cl)c1C(O)c1ccc(F)cc1 (stereo not drawn)	-2	340
43	Cc1ccccc1S(=O)(=O)NCc1ccc(N2CCN(C)CC2)cc1	0	4
44	COc1ccc(OC)c2sc(N(CCCN(C)C)C(=O)c3ccc(S(=O)(=O)N4CCc5ccccc5C4)cc3)nc12	-2	3
45	O=C1c2nc3cc(-c4ccco4)[nH]n3c(=O)c2CN1C1CCCCC1	3	19

# 3 structures from above, ordered by SMILES length, lowest first:
entry	Molecule	NSD2 inh	Mot1-301 SUMO
34	CCCCC(=O)Nc1ccccc1C(C)C	-3	-14
39	Cn1c(=N)n(CC(=O)c2ccccc2)c2ccccc21	-7	-7
37	COc1ccc(CN2C(=O)CS/C2=N/N=C/c2ccccc2)cc1	-2	-12

# Continuation.
entry	Molecule	NSD2 inh	Mot1-301 SUMO
46	O=c1o[nH]c(-c2ccccc2)c1-c1ccccc1	2	5
47	CCn1cc(C(=O)O)c(=O)c2cc(F)c(N3CCN(S(=O)(=O)c4ccc(Br)cc4)CC3)cc21	0	15
48	Fc1ccccc1Cn1cnc(NC(=S)NCCc2ccccc2)n1	8	14
49	O=C(OCCCOC(=O)c1ccccc1O)c1ccccc1O	-10	2
50	CCC(C(=O)OCCOCCN(CC)CC)c1ccccc1 (stereo not drawn)	25	-5
51	O=C(Nc1ccc(NC(=O)c2ccncc2)cc1)c1ccncc1	-7	-14
52	CCOC(=O)Cc1csc(NS(=O)(=O)c2ccc(C(F)(F)F)cc2)n1	-2	-8
53	Cc1ccc(-n2[nH]c(C)c(/C=N/NC(=O)c3ccc([N+](=O)[O-])cc3)c2=O)c(C)c1	6	-18
54	CCCCn1c(=N)n(CC(=O)c2ccc(OC)cc2)c2ccccc21	2	142
55	Cc1ccc2nc(NC(=O)c3cccc(-c4cc5ccccc5oc4=O)c3)sc2c1	-4	-1
56	COc1ccc(CN2CCNC(=O)C2CC(=O)NCc2csc(C(C)C)n2)c(OC)c1 (stereo not drawn)	1	-31
57	O=C(c1ccc(-c2nc3ccccc3s2)s1)N1CCOCC1	-4	-49
58	CCN(CC)c1c([N+](=O)[O-])c(=O)n(CC)c2ccccc12	3	20
59	N=C1/C(=C/c2coc3ccccc3c2=O)C(=O)N=C2SC(c3ccco3)=NN12	84*	9
60	O=C(NNC1=Nc2ccccc2SC1)c1cccc([N+](=O)[O-])c1	2	14
61	CCOC(=O)CN1C(=O)S/C(=C\c2ccc(-c3cccc(C(=O)O)c3C)o2)C1=O	5	15
62	CCn1nc(C)c(Br)c1-c1nc(CS(=O)(=O)c2ccsc2)no1	0	221
63	Cc1ccc(S(=O)(=O)N(OCc2ccccc2)C(C)C(=O)O)cc1 (stereo not drawn)	-1	10
64	Cc1ccc(Nc2nc(N)c([N+](=O)[O-])c(NCCO)n2)cc1	1	-5
65	NNC(=O)c1csc(-c2ncc(C(F)(F)F)cc2Cl)n1	28	67
66	CCn1c(SCC(=O)Nc2ccccc2)nc2nc3c(cc2c1=O)COC(C)(C)C3	4	4
67	C/C(=N\Nc1ccc2nncn2n1)c1ccc(Cl)s1	-1	8
68	CN1CCN(c2ccc(CNS(=O)(=O)c3ccsc3)cc2)CC1	-1	-5
69	CCCCn1c2ccccc2c2nnc(SCC(=O)NC3=NN=C(c4ccccc4)CS3)nc21	6	7
70	N#C/C(=N\Nc1ccc(F)cc1)C(=O)C1CC1	-1	34
71	O=[N+]([O-])c1cc([N+](=O)[O-])c2cccnc2c1O	-1	-36
72	Cc1onc(-c2c(F)cccc2Cl)c1C(=O)c1ccc(F)cc1	-5	9
73	O=C(NC(=S)Nc1ccc(CN2CCOCC2)cc1)c1ccc(-c2ccc(Cl)cc2)o1	0	-23
74	O=C(Nc1ccccc1)Nc1ccc(Oc2ncnc3cc(Cl)ccc23)nc1	-2	1
75	O=C(NC(=O)N1CCN(c2ccc([N+](=O)[O-])cn2)CC1)c1c(Cl)cccc1Cl	-2	-12
76	COc1ccc(-n2c(=O)c3c4c(sc3n3c(=S)[nH]nc23)COC(C(C)C)C4)cc1 (stereo not drawn)	6	9
77	Cc1ccccc1C(=O)Nn1c(C)ccc1C	-1	-19
78	CCOC(=O)c1cnc2c(c(C)nn2C)c1Oc1ccc(OC)cc1	-1	-2
79	COC(=O)c1nc(-c2ccccc2)nc(-c2ccccc2)c1C(=O)OC	-2	12
80	COc1ccc(NC(=S)N2CCN(C)CC2)cc1	0	-18
81	O=[N+]([O-])c1ccc2c(c1Nc1ccccc1Cl)=NC1(CCCCC1)N=2	-1	17
82	COc1cc2c(cc1OC)C1(C)N(CC2)C(C(C)=O)=NN1c1ccc(Cl)cc1 (stereo not drawn)	-17	19
83	COc1ccccc1N1C(=O)C2C(C(=O)c3ccccc3)=NN(c3ccc(Br)cc3)C2C1=O (stereo not drawn)	-2	94
84	O=C(CCC(=O)Nc1ccc(Cl)cc1Cl)N/N=C/c1ccc([N+](=O)[O-])o1	2	-2
85	S=c1[nH]nc(-c2ccccc2Cl)n1/N=C/C=C/c1ccco1	4	86
86	CN(C(=O)Nc1ccc(Cl)cc1)n1cnc2ccccc2c1=O	5	1
87	Cc1cc(Cl)ccc1OCC(O)CN1C(C)CCCC1C (stereo not drawn)	8	9
88	CC(C)On1c(SCC(=O)N(C)C)nc2ccccc2c1=O	-1	-30
89	Cc1ccc(NC(=O)C[n+]2cc(-c3ccccc3)n3c2CCC3)cc1	-7	-10
90	CCCN1C(=O)N(c2cccc(C)c2)C(C)(O)CC1(C)C (stereo not drawn)	-1	5
91	COc1ccc(OC)c2c(=O)cc(C(=O)O)[nH]c12	0	6
92	COc1ccccc1N1C(=O)C=C(Sc2nc(C)cc(C)n2)C1=O	3	101
93	CCc1ccnc(NS(=O)(=O)c2ccc3c(c2)CCO3)c1	28	4
94	O=C(Nc1ccccc1F)c1ccccc1C(=O)Nc1ccccc1F	0	-3
95	S=C1NCN(Cc2cccnc2)CN1c1cccc2ccccc12	-1	79
96	O=C(Cn1c2c(c(=O)n3ncnc13)CCC2)N/N=C/c1cccs1	0	-8
97	O=C1c2ccccc2CSc2c(O)cccc21	8	3
98	S=C(NC1CCCCC1)N1CCOCCOCCN(C(=S)NC2CCCCC2)CCOCCOCC1	-1	-6
99	O=C(c1cnn(C(=O)c2cccc(S(=O)(=O)N3CCOCC3)c2)c1)c1cc(Cl)cc(Cl)c1O	-4	9
100	COc1ccc(CC(=O)Nc2ccccc2Oc2ccccc2)cc1	-4	-4
101	N#CCC(=O)N1CCN(Cc2ccc3c(c2)OCO3)CC1	-1	1
102	Cc1ccc(C(=O)Nc2ccc(Nc3ccccc3)cc2)cc1Br	-1	16
103	O=C(Oc1ccc2cc(Br)ccc2c1)N1CCCCCC1	-6	-18
104	CN1C(=O)c2cccc3c(Br)ccc(c23)C1=O	4	0
105	CCN(CC)CCn1c(SCC(=O)Nc2ccc(F)cc2)nc2c(sc3ccccc32)c1=O	2	-16

# 5 entries from above, screen by screen:
(93) CCc1ccnc(NS(=O)(=O)c2ccc3c(c2)CCO3)c1
(94) O=C(Nc1ccccc1F)c1ccccc1C(=O)Nc1ccccc1F
(95) S=C1NCN(Cc2cccnc2)CN1c1cccc2ccccc12
(96) O=C(Cn1c2c(c(=O)n3ncnc13)CCC2)N/N=C/c1cccs1
(97) O=C1c2ccccc2CSc2c(O)cccc21

assay / entry,93,94,95,96,97
NSD2 inh,28,0,-1,0,8
Mot1-301 SUMO,4,-3,79,-8,3

# Carrying on.
entry	Molecule	NSD2 inh	Mot1-301 SUMO
106	S=c1[nH]nc(-c2cc(-c3ccccc3)n[nH]2)n1/N=C/C=C/c1ccco1	9	12
107	Cn1c(Cc2ccc3c(c2)OCO3)nnc1SCC(=O)NC1CCCC1	2	2
108	O=C1CC(c2ccc(Cl)cc2)CC(O)=C1C=NCCN1CCNCC1 (stereo not drawn)	3	8
109	CC(C)Cn1cc(C(=O)NC2CCN(Cc3ccccc3)CC2)c2c3ccccc3n(C)c2c1=O	26	-21
110	O=C(O)CSc1cccnc1Sc1ccc(Cl)cc1	0	3
111	C/C(=N\n1c(C)nc2ccccc2c1=O)c1ccc(N)cc1	0	4
112	Cc1ccc(-c2nnc(SCC(=O)NNC(=O)COc3cccc4ccccc34)n2C)cc1	-2	4
113	O=C1c2cccnc2C(Nc2ccc(Br)cc2Br)N1Cc1cccs1 (stereo not drawn)	-12	-11
114	Cc1ccc2nc(SCc3cn4c(C)cc(C)nc4n3)[nH]c2c1	2	-20
115	COC(=O)Cc1c(C)c2ccc(OCC(=O)c3ccc(OC)c(OC)c3)cc2oc1=O	4	9
116	COC(=O)c1sc(SC)nc1N	0	-14
117	CC(C)(C)C(=O)Nc1cc(NC(=O)C(C)(C)C)cc(C(=O)Nc2c[nH]c(=O)[nH]c2=O)c1	1	3
118	COc1ccc(-n2nc(C)c3onc(C)c3c2=O)cc1	2	-6
119	COc1cc(OC)cc(-c2cc3nc(C)cc(N4CCN(C(=O)c5ccco5)CC4)n3n2)c1	-4	3
120	OC1(Cc2ccccc2)CCNCC1	-7	197
121	O=C(N/N=C/c1c(Cl)[nH]c2ccccc12)c1ccc2c(c1)OCCO2	-1	0
122	Cc1cc(C)c(C#N)c(SCC(=O)C2CC2)n1	-7	5
123	O=Cc1cc2cc3c(cc2nc1Cl)OCCO3	-3	386
124	COc1cc2c(cc1OC)C(C)N(CCc1ccc(Cl)cc1)CC2 (stereo not drawn)	5	-7
125	Cc1nc2c(C(=O)N3CCOCC3)cnn2c(C)c1Cc1cccc(Cl)c1	-8	-27
126	CC(=O)Nc1nccc(-c2cc(-c3ccccc3)no2)n1	0	-15
127	CCn1nc(C)c(Br)c1-c1nc(-c2ccc(C)cc2)no1	0	16
128	O=C(Nc1ccc2c(c1)CCC2)c1cccc(OC(F)F)c1	-4	-15
